CAL PDZ FP-1: blocks peptide binding to the human CAL PDZ domain | inhibition, % at 24.9 µM | AID 602252 | purified CAL PDZ, TMR-peptide fluorescence polarization, 1 h | hit rate 0.92% among 300,000 | Q9HD26;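 active = mean inhibition of at least 30% with at least half of replicates also reaching 30%; inconclusive = no clear call, values can overlap the other calls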;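 also: 0% = DMSO neutral control and 100% = excess unlabeled competitor peptide PRC23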
SR-BI DiI inh: inhibitors of mouse SR-BI mediated HDL lipid uptake | Q61009 | hit rate 0.96% among 320,000 | inhibition, % at 12.5 µM | AID 488896 | ldlA[mSR-BI] CHO cells, DiI-HDL uptake fluorescence, 3 h;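 active = mean replicate inhibition of at least 70% and a set share of replicates each scoring 70 or more; inconclusive = meets just one of the two criteria; inactive = fails both criteria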;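 also: 0% = median of neutral control wells and 100% = median of positive control wells; values of inactives mirror those of a sister screen read the other way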
Target sequence (Q61009 whole entry, looked up): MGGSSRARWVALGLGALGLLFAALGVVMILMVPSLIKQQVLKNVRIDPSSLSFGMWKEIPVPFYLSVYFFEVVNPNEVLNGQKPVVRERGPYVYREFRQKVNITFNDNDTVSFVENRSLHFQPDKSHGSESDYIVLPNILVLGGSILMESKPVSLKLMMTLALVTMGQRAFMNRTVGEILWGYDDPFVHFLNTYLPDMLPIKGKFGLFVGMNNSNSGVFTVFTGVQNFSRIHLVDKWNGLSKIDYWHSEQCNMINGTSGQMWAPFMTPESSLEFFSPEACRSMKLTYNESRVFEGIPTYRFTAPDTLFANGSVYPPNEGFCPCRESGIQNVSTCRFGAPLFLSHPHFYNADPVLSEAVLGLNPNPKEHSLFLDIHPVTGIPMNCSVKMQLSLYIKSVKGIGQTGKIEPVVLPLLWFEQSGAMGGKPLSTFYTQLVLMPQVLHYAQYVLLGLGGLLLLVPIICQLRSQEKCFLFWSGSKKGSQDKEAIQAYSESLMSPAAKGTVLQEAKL
CAL PDZ FP-2: blocks peptide binding to human CAL PDZ domain. purified CAL PDZ, TMR-peptide fluorescence polarization, 1 h. inhibition, % at 20 µM. hit rate 0.02% among 330,000. AID 504414;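 active = highest replicate inhibition of at least 40%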;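 also: plate controls were DMSO neutral control wells for no effect and unlabeled competitor peptide control wells for full effect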
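System: purified tagged CAL PDZ domain construct (CerCALP). Schedule: 1 h incubation at room temperature before polarization reading. Medium: 25 mM sodium phosphate pH 7.4, 150 mM NaCl, TCEP, IgG, Thesit. Read-out: percent inhibition from loss of millipolarization. Measured by: FP readout, S and P plane fluorescence. Probe or stimulus: fluorescent TMR peptide probe.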
PvdQ inh: blocks Pseudomonas aeruginosa PvdQ acylase activity | hit rate 0.063% among 340,000 | inhibition, % at 10 µM | AID 488965 | purified PvdQ acylase, fluorescence plate reader; in the data active = inhibition above about 30%, passing the limit was not always enough; inconclusive = no clear call, values can overlap the other calls;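 also: 0% = vehicle neutral wells and 100% = reference inhibitor wells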
Rtt109 Vps75: C. albicans Rtt109 histone acetyltransferase inhibition. purified Rtt109/Vps75, ThioGlo CoA-SH fluorescence, 4 h. inhibition, % at 34.9 µM. hit rate 0.16% among 330,000;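 active = inhibition of at least 50% in every replicate; inconclusive = best replicate reaches 50% inhibition but some replicates fall short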
SR-BI DiI-HDL act: enhances SR-BI lipid uptake from DiI-HDL. CHO ldlA[mSR-BI] cells, DiI-HDL uptake fluorescence, 3 h; 100 = double the neutral-control signal. activation, % at 12.5 µM. hit rate 0.096% among 320,000. AID 504775;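 active = mean replicate activation of at least 60% and every replicate at or above 60%; inconclusive = mean or all-replicate condition met, but not both; inactive = mean below 60% and not all replicates reaching 60%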;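 also: 0% = median plate neutral-control signal and 100% = twice that signal; values of inactives mirror those of a sister screen read the other way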
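Assay system: LDL receptor-deficient CHO ldlA cells overexpressing murine SR-BI / Medium: BSA-supplemented, HEPES-buffered Ham's F12, pH 7.4 / Probe or stimulus: DiI-labelled HDL at 10 µg/mL final / Timing: compound with DiI-HDL co-incubation, 3 h at 37 °C / Technique: bottom-read cell fluorescence after medium removal, ex 550/em 595 nm / Measure: HDL uptake via cellular fluorescence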
MITF act: MITF TRPM1 promoter activation in melanoma cells; SK-MEL-5 TRPM1-promoter luciferase, 24 h; % of positive control, neutral wells = 0; activation, % at 12.5 µM; hit rate 0.75% among 300,000; AID 588334;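 active = mean activation of at least 80% with every replicate also reaching 80%; inconclusive = mean reaches 80% but some replicate falls short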;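 also: 0% = neutral control wells and 100% = parthenolide positive control wells; values of inactives mirror those of a sister screen read the other way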
PfHsp90 set2: inhibits growth of yeast expressing Plasmodium falciparum Hsp90. hit rate 0.32% among 310,000. AID 504621. S. cerevisiae expressing PfHsp90, BacTiter-Glo ATP, 48 h; yeast lacking PDR1 and PDR3 efflux regulators. inhibition, % at 9.4 µM;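 active = every replicate shows inhibition above about 80%, whatever the replicate mean, limit read from the data; inconclusive = mean inhibition reaches the set limit but some replicate falls short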;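 also: 0% = DMSO neutral controls and 100% = 20 µM radicicol positive controls; yeast relying on Plasmodium falciparum Hsp90 in place of its own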
dFosB activator: activators of mouse delta FosB homodimer; P13346; purified delta FosB, TAMRA-CDK5 oligo fluorescence polarization; percent of positive-control signal above neutral wells; activation, % at 25 µM; hit rate 0.99% among 340,000; AID 493131;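 active = mean activation above about 17%, with every replicate also reaching it, limit read from the data, passing the limit was not always enough; inconclusive = only one of the two conditions met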;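 also: fluorescence polarization rise as delta FosB binds a TAMRA Cdk5 AP-1 oligo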
Target sequence (P13346 whole entry, looked up): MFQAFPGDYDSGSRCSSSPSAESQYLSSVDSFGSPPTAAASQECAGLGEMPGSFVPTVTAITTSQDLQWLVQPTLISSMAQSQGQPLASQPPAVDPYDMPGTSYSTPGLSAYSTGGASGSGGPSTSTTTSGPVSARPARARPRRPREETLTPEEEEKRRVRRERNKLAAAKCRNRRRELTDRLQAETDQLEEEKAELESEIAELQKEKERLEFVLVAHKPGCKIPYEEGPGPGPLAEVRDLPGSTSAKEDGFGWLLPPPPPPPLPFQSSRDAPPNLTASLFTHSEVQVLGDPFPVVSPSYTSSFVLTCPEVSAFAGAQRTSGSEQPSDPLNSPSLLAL
NSD2 HMT inh: NSD2 (human) methyltransferase inhibition. O96028. NSD2 peptide methylation, AlphaScreen, 120 min. inhibition, % at 12.5 µM. hit rate 0.54% among 310,000. AID 743445; in the data active = inhibition above about 50%
* hit, by the source's call; ? = inconclusive; / = not tested or not shown.

SMILES	CAL PDZ FP-1	SR-BI DiI inh	CAL PDZ FP-2	PvdQ inh	Rtt109 Vps75	SR-BI DiI-HDL act	MITF act	PfHsp90 set2	dFosB activator	NSD2 HMT inh
CCCc1cc(=O)n2[nH]c(-c3cccc(Br)c3)cc2n1	-6	-5	-2.1	-4	3	5	/	-7	2	-5
CCN(C(=O)COC(=O)CSc1ccc(C)c(C)c1)C1CCS(=O)(=O)C1 (stereo unspecified)	-1	-13	-0.6	-16	-3	13	2	14	-5	-3
CCCCN(C(=O)/C=C/c1ccco1)c1c(N)n(CC(C)C)c(=O)[nH]c1=O	8	0	-6.9	0	5	0	13	29	-2	2
Nc1ccc(NS(=O)(=O)c2ccccc2)cc1	-1	-7	-0.8	-7	/	7	-3	28	-4	1
Cc1ccn2c(=O)nc(SCC(=O)NCc3ccc(F)cc3)nc2c1	0	-5	-1.2	6	10	5	-2	/	-5	3
Cc1cc(C(=O)NNC(=S)NCc2ccco2)n(C)n1	1	-6	-1.3	0	-5	6	6	-3	3	-1
Cc1ccc2nc3ccc(N4CCN(C)CC4)nn3c(=O)c2c1	-4	-10	-0.4	-3	-24	10	33	-4	-14	4
CC1CCC2(CC1)NC(=O)N(CC(=O)Nc1cccc(S(=O)(=O)N3CCCCC3)c1)C2=O (stereo unspecified)	/	30	0.2	-6	16	-30	14	-13	-4	5
CCOc1cc(OCC)cc(C(=O)NCCCN2CCOCC2)c1	-1	-8	0.7	0	2	8	-4	-3	-7	-4
Cc1ccc(S(=O)(=O)N(C)C)cc1NC(=O)CCCNC(=O)c1ccc(Cl)cc1	0	-16	0.6	-12	0	16	3	2	-7	-2
CCCn1c(CN2CCN(C(=O)OCC)CC2)nc2cc([N+](=O)[O-])ccc21	-6	22	/	-13	0	-22	1	-22	-9	2
COC(=O)C1=C(C)N(c2ccc(OC)c(OC)c2)C(=O)C1	-7	-5	0.5	-14	-11	5	2	39	-7	2
O=C(Nc1ccc([N+](=O)[O-])cc1)c1cccc(S(=O)(=O)Nc2cccnc2)c1	5	-2	0.1	-15	-9	2	-6	2	8	2
CC(=O)n1cc(/C=N/NC(=O)c2ccc(Cl)cc2)c2ccccc21	-3	/	-0.3	-9	/	/	33	17	6	-2
OCCCNc1nc(-c2ccccc2)c2cc(Br)ccc2n1	-4	42	-0.6	-13	0	-42	1	-69	-10	-10
CC(=O)N1N=C(c2cccc(NS(C)(=O)=O)c2)CC1c1cccs1 (stereo unspecified)	-1	-2	-0.1	0	1	2	5	1	1	/
O=C(CSc1ccc2ccccc2c1)NC1CCCc2ccccc21 (stereo unspecified)	-4	-11	-1.0	17	-4	11	-11	11	4	1
O=C(CCN1C(=O)S/C(=C/c2ccc(Cl)cc2)C1=O)N1CCOCC1	2	6	0.1	-6	-1	-6	-9	8	7	-3
COc1ccc(-n2nc(C(=O)NCC(=O)N3CCCC3)c3ccccc3c2=O)c(OC)c1	0	8	0.8	12	4	-8	5	-5	-8	/
O=c1c2ccccc2nc2c3ccccc3ncn12	1	-11	-3.3	-13	1	11	11	3	-11	-1
CC(C)[C@H]1C(=O)Nc2ccccc2N1C(=O)N[C@@H](Cc1ccccc1)C(=O)N[C@H](Cc1ccccc1)C(=O)O	-3	-7	0.6	-12	-1	7	10	2	-4	/
O=C(c1ccc(Cl)cc1)N1CCOc2ccccc21	-4	13	0.4	16	3	-13	-2	2	-8	-2
COc1ccc(N2C(=O)C(Cl)=C(NCc3ccccc3)C2=O)cc1	-1	13	-0.9	6	13	-13	6	-6	-10	8
CCOC(=O)C(C(=O)N(C)Cc1ccccc1)C1CCCCC1 (stereo unspecified)	-3	-1	0.4	-11	5	1	/	6	-5	-10
CC(C)NC(=O)Cn1cnc2c1c(=O)n(C)c(=O)n2C	-4	17	/	9	-2	-17	-2	-3	0	-3

Shown with two lines to a compound: 4 of the compounds above
The line under a structure holds: CAL PDZ FP-1	SR-BI DiI inh	CAL PDZ FP-2	PvdQ inh	Rtt109 Vps75	SR-BI DiI-HDL act	MITF act	PfHsp90 set2	dFosB activator	NSD2 HMT inh
Nc1ccc(NS(=O)(=O)c2ccccc2)cc1
→ -1	-7	-0.8	-7	/	7	-3	28	-4	1
Cc1ccn2c(=O)nc(SCC(=O)NCc3ccc(F)cc3)nc2c1
→ 0	-5	-1.2	6	10	5	-2	/	-5	3
Cc1cc(C(=O)NNC(=S)NCc2ccco2)n(C)n1
→ 1	-6	-1.3	0	-5	6	6	-3	3	-1
Cc1ccc2nc3ccc(N4CCN(C)CC4)nn3c(=O)c2c1
→ -4	-10	-0.4	-3	-24	10	33	-4	-14	4

(more compounds)
SMILES	CAL PDZ FP-1	SR-BI DiI inh	CAL PDZ FP-2	PvdQ inh	Rtt109 Vps75	SR-BI DiI-HDL act	MITF act	PfHsp90 set2	dFosB activator	NSD2 HMT inh
CC(C)S(=O)(=O)c1ccc(C(=O)Nc2ccc(F)cc2F)cn1	2	14	0.1	-12	-3	-14	9	2	-2	15
c1ccc(-c2ccc(-c3ccncn3)cc2)cc1	/	4	0.2	-1	-6	-4	/	-5	-3	6
COc1ccc(-c2nc3c(n2O)CCc2c-3no[n+]2[O-])cc1	-4	/	-0.7	-20	3	/	19	6	-1	2
COc1ccc(-c2sc3ccc(OC)cc3c2-c2ccc(OCCN3CCOCC3)cc2)cc1	-1	6	-0.3	6	-1	-6	15	15	5	/
COc1ccc(C2CC(=O)CC(=O)C2n2cncn2)cc1 (stereo unspecified)	/	-50	-0.2	-8	-1	50	9	/	-9	-2
CCn1c2ccccc2c2cc(/C(C)=N/O)ccc21	-4	55	0.2	1	7	-55	5	5	-1	5
Cc1ccccc1-c1cc2c(nn1)-c1ccccc1C2=O	-4	/	-0.3	1	9	/	8	3	4	-36
Cc1ccc2nc(NCc3ccccc3)c(C=O)c(=O)n2c1	0	2	-0.8	-1	8	-2	8	-4	1	0
Cc1ccc(-n2ncc3c(=O)[nH]c(SCC(=O)NCC4CCCO4)nc32)cc1 (stereo unspecified)	0	-17	-0.1	5	-9	17	10	-2	-4	-12
CCOC(=O)N1CCN(c2nc(-c3cccs3)cc(C(F)(F)F)n2)CC1	-13	51	-0.6	-1	3	-51	22	14	-6	-2
O=C(CN(c1ccccc1F)S(=O)(=O)c1ccccc1)Nc1ccc2c(c1)OCCO2	-4	50	-2.1	-10	?	-50	19	10	-4	0
O=C(O)c1ccc2c(c1)C(=O)N(c1ncccn1)C2=O	-4	-21	-0.1	7	12	21	-8	-6	2	1
O=C(Nc1ccc2c(c1)OCCO2)Nc1ccc2c(c1)OCO2	/	28	-1.2	-18	-3	-28	25	-23	-5	0
O=C(NCS(=O)(=O)c1ccccc1)c1ccccc1	2	-19	/	-7	0	19	0	-3	-10	0
Cc1ccc(NC(=O)OCc2cc(-c3ccccc3)on2)cc1	2	-2	-0.2	0	56*	2	26	-8	-7	0
CCOC(=O)c1cc(-c2ccccc2)sc1NC(=O)CN1C(=O)NC(CC)(c2ccccc2)C1=O (stereo unspecified)	-3	61	-0.8	9	-7	-61	/	-7	-13	-3
COc1cc2c(C)nc3c(cnn3-c3ccccc3)c2cc1OC	-2	43	-1.4	1	3	-43	?	17	-16	7
Cc1ccc(-c2csc(/C=C3\SC(C)C(=O)N3CC(=O)Nc3ccccc3F)n2)cc1 (stereo unspecified)	0	/	-1.8	-8	-15	/	-7	1	18*	1
CN1c2ccccc2Oc2nnc(N3CCN(Cc4ccccc4)CC3)cc21	1	17	-0.1	-5	/	-17	74	-2	-2	2
Cn1ncc(Cl)c1C(=O)N1CCN(S(=O)(=O)c2ccc(Cl)s2)CC1	6	6	-1.6	-6	-4	-6	10	-21	-8	-5
CC(=O)CSc1ncnc2c1oc1ccccc12	-1	-6	-1.1	-15	-1	6	52	20	-10	0
O=C(N[C@H]1/C=C\[C@@H](O)CCCC1)OCc1ccccc1	1	10	-1.5	-19	-9	-10	98*	4	-3	/
COc1ccccc1C(=O)NCCNC(=O)c1ccc(C)nc1	-2	-8	-3.9	-10	-12	8	14	-5	-1	4
Cc1cc(C(=O)N/N=C2\CC(=O)c3ccccc32)c(C)n1-c1ccccc1	-2	19	-1.7	0	-9	-19	15	/	-5	4
CN(C)S(=O)(=O)c1ccc(S(=O)(=O)N(Cc2ccco2)Cc2ccccc2Cl)cc1	-2	-13	-1.0	-12	-7	13	-3	-25	2	/
CC(C)(C)NC(=O)NC(=O)CN1C(=O)NC(c2ccccc2)(c2ccccc2)C1=O	-2	-14	0.1	-11	2	14	-11	-7	-25	7
CC1(C)CC(=O)C2=C(C1)N(c1ccc(F)cc1)C(N)=C(C#N)C2c1cccs1 (stereo unspecified)	-18	43	-3.1	-15	7	-43	-11	-25	-2	5
O=C(c1n[nH]c(=O)c2ccccc12)N1CCOCC1	-4	-35	0.4	-8	-2	35	-5	3	3	-1
Cc1coc2c1c(C)cc1oc(=O)c(CC(=O)N[C@@H](C)C(=O)O)c(C)c12	4	-42	-2.3	-4	-4	42	11	-16	-5	1
O=C(Nc1ccc(N2CCOCC2)c(S(=O)(=O)Nc2ccccc2Cl)c1)c1ccccc1	-5	7	-0.3	-7	6	-7	-11	3	-16	0

Profiles, looked up by structure. Order of values: CAL PDZ FP-1	SR-BI DiI inh	CAL PDZ FP-2	PvdQ inh	Rtt109 Vps75	SR-BI DiI-HDL act	MITF act	PfHsp90 set2	dFosB activator	NSD2 HMT inh
CCOC(=O)c1cc(-c2ccccc2)sc1NC(=O)CN1C(=O)NC(CC)(c2ccccc2)C1=O (stereo unspecified) reads -3	61	-0.8	9	-7	-61	/	-7	-13	-3
CC(C)(C)NC(=O)NC(=O)CN1C(=O)NC(c2ccccc2)(c2ccccc2)C1=O reads -2	-14	0.1	-11	2	14	-11	-7	-25	7

3 entries from above, sorted by number of heavy atoms, largest number first.
SMILES	CAL PDZ FP-1	SR-BI DiI inh	CAL PDZ FP-2	PvdQ inh	Rtt109 Vps75	SR-BI DiI-HDL act	MITF act	PfHsp90 set2	dFosB activator	NSD2 HMT inh
Cc1ccc(NC(=O)OCc2cc(-c3ccccc3)on2)cc1	2	-2	-0.2	0	56*	2	26	-8	-7	0
Cc1cc(C(=O)NNC(=S)NCc2ccco2)n(C)n1	1	-6	-1.3	0	-5	6	6	-3	3	-1
Nc1ccc(NS(=O)(=O)c2ccccc2)cc1	-1	-7	-0.8	-7	/	7	-3	28	-4	1
